APOBEC3A inh: blocks human APOBEC3A ssDNA deamination. P31941. inhibition, % at 20 µM. 330,000 compounds, 0.41% hits. recombinant A3A, FAM/TAMRA ssDNA deamination fluorescence. AID 493011;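 active = at least 40% inhibition at 20 µM here, with at most 30% in a related deaminase screen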;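 also: plate controls were A3A with DMSO for no effect and wells lacking A3A enzyme for full effect; some results filed as inactive read as strong as hits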
Target sequence (P31941 whole entry, looked up): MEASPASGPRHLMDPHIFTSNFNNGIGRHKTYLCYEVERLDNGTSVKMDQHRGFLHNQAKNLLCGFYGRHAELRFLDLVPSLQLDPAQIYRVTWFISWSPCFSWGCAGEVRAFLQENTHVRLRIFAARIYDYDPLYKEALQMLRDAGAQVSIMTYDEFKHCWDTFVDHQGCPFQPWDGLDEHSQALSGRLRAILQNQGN
mIAP act: increases mouse intestinal alkaline phosphatase activity | muIAP, CDP-Star luminescence, 30 min; hits give high values; 1 = vehicle-only enzyme signal, 0 = enzyme-free wells | activation factor at 10 µM | 330,000 compounds, 0.24% hits;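 active = activation factor of at least 2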; also: the source names both 10 and 20 µM as test concentration; values of inactives mirror those of a sister screen read the other way
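System: mouse IAP enzyme. Reagent: CDP-Star chemiluminescent phosphatase substrate. Benchmarks: DMSO wells, no-enzyme wells. Times: 30 min enzyme-substrate-compound incubation at room temperature. Detection: luminescence from enzymatic CDP-Star hydrolysis. Doses: test compounds delivered from DMSO solution.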
APOBEC3G inh: APOBEC3G (human) deaminase inhibition; inhibition, % at 20 µM; recombinant A3G, ssDNA deamination FAM/TAMRA fluorescence; 330,000 compounds, 0.28% hits; Q9HC16;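 active = inhibition of at least 40% at 20 µM, with no more than 30% in the related APOBEC3A deaminase screen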;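 also: plate controls were DMSO wells with A3G for no effect and wells lacking A3G enzyme for full effect; some compounds called inactive have numbers as strong as hits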
mIAP inh: mouse IAP inhibition; inhibition, % at 10 µM; 330,000 compounds, 0.2% hits; purified mouse IAP, CDP-Star luminescence, 30 min;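 active = inhibition of at least 40% at 10 µM in the primary screen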;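 also: plate controls were DMSO with enzyme for no effect and no enzyme wells for full effect; values of inactives mirror those of a sister screen read the other way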
ATG4B inhibitor: inhibitors of human ATG4B cysteine protease. Q9Y4P1. ATG4B cleavage of LC3-PLA2, NBD-HPC fluorescence, 1 h. inhibition, % at 8.33 µM. 340,000 compounds, 0.51% hits; in the data active = inhibition above about 40%
MPTP block: inhibitors of mitochondrial permeability transition pore. isolated mouse mitochondria, Ca2+ swelling absorbance, 30 min. inhibition, % at 10 µM. 360,000 compounds, 1.4% hits;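 active = inhibition of 50% or more, scaled per plate between neutral and stimulator controls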;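 also: 0% = DMSO wells given calcium and 100% = 1 mM EGTA wells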
hIAP block: human IAP inhibition; purified IAP, CDP-Star luminescence, 30 min; 330,000 compounds, 0.12% hits; AID 2544; inhibition, % at 10 µM; P09923;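 active = inhibition reaching a set limit with compound at 10 µM in the primary screen, cut at about 35% in these data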;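 also: plate controls were DMSO wells with enzyme for no effect and no-enzyme buffer wells for full effect; values of inactives mirror those of a sister screen read the other way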
Target sequence (P09923 whole entry, looked up): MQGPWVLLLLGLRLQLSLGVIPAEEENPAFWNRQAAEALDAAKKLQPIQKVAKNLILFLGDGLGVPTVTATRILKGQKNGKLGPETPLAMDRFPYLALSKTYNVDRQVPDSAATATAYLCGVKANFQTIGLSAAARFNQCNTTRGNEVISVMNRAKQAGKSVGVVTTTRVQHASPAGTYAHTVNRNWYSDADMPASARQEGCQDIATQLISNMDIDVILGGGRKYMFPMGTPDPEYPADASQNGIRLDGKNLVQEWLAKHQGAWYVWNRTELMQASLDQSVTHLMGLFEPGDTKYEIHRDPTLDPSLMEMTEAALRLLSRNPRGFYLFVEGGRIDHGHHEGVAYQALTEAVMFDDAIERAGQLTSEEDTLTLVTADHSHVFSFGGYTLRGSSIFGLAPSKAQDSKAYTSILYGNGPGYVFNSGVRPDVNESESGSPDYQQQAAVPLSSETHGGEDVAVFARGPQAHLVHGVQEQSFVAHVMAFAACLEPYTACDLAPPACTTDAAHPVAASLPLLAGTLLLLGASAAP
beta cell repl: inducers of beta-cell replication in MIN6 cells; 330,000 compounds, 0.29% hits; proliferation, % at 10 µM; MIN6 cells proliferation, ATPlite luminescence, 48 h; cells starved in 0.2% serum; 100% = growth in 10% serum;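 active = compounds whose signal lies at least 3.5 SD above the mean of all wells on their plate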;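 also: 0% = DMSO-treated cells in low-serum medium and 100% = 10% serum control; some compounds called inactive have numbers as strong as hits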
hIAP activ: increases human intestinal alkaline phosphatase activity | P09923 | purified human IAP, CDP-Star luminescence, 30 min; hits give high values; 1 = vehicle-only enzyme, 0 = enzyme-free background | activation factor at 10 µM | 330,000 compounds, 0.16% hits | AID 2524;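 active = activation factor of the enzyme at least 2-fold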; also: the source names both 10 and 20 µM as test concentration; values of inactives mirror those of a sister screen read the other way
An asterisk follows results filed as active; & = joins results of further samples. Hits appear at their usual frequency (roughly 3.3% active in at least one column).

#	Compound	APOBEC3A inh	mIAP act	APOBEC3G inh	mIAP inh	ATG4B inhibitor
1	Cc1cc(-c2cc(C(=O)Nc3ccccc3)on2)nc(NCC2CC2)n1	-0.3	1.07	15.6	-7.3	-2.6
2	Clc1ccc(-c2cn3c(n2)-c2ccccc2C3)cc1Cl	0.3	1.07	-5.5	-6.6	6.0
3	CCc1ccccc1N(CC(=O)NCc1ccco1)C(=O)c1snc(C(N)=O)c1N	4.2	1.03	-1.2	-2.6	6.0
4	O=C(C1CCCN(S(=O)(=O)c2ccc(F)cc2)C1)N1CCCC1 (stereo not given)	2.6	0.942	-5.6	5.8	-10.6
5	O=C(NNC(=O)[C@H]1CC=CC[C@H]1C(=O)O)c1ccc(Cl)cc1Cl	4.0	1.03	-0.7	-3.2	1.9
6	N/C(COc1ccc(Cl)cc1Cl)=N\NS(=O)(=O)c1ccccc1	-0.1	1.04	0.3	-4.5	-17.7
7	CC1=CC(C)=Nc2ccc(C)cc2N1	-4.7&5.3	0.946&1.04	-3.7&0.6	5.4&-4.3	-2.5&4.2
8	CCN(CC)S(=O)(=O)c1cc(NC(=O)CSCc2c(C)noc2C)ccc1C	-1.0	1.12	-6.8	-11.9	-0.9

#	MPTP block	hIAP block	beta cell repl	hIAP activ
1	-1.4	-13.5	-5.4	1.14
2	2.4	4.0	0.0	0.96
3	-19.3	-11.0	-3.4	1.11
4	1.4	9.4	-0.6	0.906
5	-2.8	2.6	-1.0	0.974
6	0.4	-3.4	-2.1	1.03
7	-0.4&0.6	8.2&6.0	-2.2&-1.8	0.918&0.94
8	-2.0	10.5	-1.4	0.895

Next section:
#	Compound	APOBEC3A inh	mIAP act	APOBEC3G inh	mIAP inh	ATG4B inhibitor
9	Cc1cc2ncn(CC(C)C)c2cc1C	-4.4	0.979	-9.6	2.1	9.1
10	CC(C)c1ccc(N(CC(=O)NCc2ccco2)C(=O)CCC(=O)Nc2ccccn2)cc1	-1.2	0.956	-5.4	4.4	7.2
11	CC1CCc2sc(C(=O)NCC3CCCO3)cc2C1 (stereo not given)	1.2	0.979	-5.6	2.1	5.3
12	CC1(C)CC(=O)c2cnc(NC(=O)CSc3nc4ccccc4o3)nc2C1	-0.3	0.919	-5.3	8.1	-12.3
13	O=C(COc1coc(CN2CCc3ccccc3C2)cc1=O)Nc1ccc([N+](=O)[O-])cc1	0.1	0.94	-7.3	6.0	-1.2
14	CCN1C(=O)/C(=C/N2CCc3ccccc32)SC1=S	-3.5	0.997	-3.0	0.3	-4.2
15	COc1ccc(NC(=O)CCc2nnc3ccc(NCc4ccc5c(c4)OCO5)nn23)cc1	-4.1	1	-2.6	-0.2	-2.5
16	O=c1[nH]c(=S)n(-c2cccc(Cl)c2)c(O)c1/C=N/N1CCOCC1	-3.2	0.978	-6.6	2.2	-1.2

#	MPTP block	hIAP block	beta cell repl	hIAP activ
9	-0.8	-8.3	-0.4	1.08
10	0.3	-4.1	0.0	1.04
11	-1.2	6.4	-4.2	0.936
12	-1.3	18.8	-1.4	0.812
13	0.0	-10.3	-0.9	1.1
14	1.3	10.3	0.1	0.897
15	-0.8	12.3	-2.2	0.877
16	1.1	8.7	-1.7	0.913

Continued:
#	Compound	APOBEC3A inh	mIAP act	APOBEC3G inh	mIAP inh	ATG4B inhibitor
17	Cc1cc(Cl)cc(C)c1OCCCCn1ccnc1	2.2	1.03	-8.1	-2.6	-1.4
18	O=C(Cn1nc(-c2ccccc2)ccc1=O)Nc1ccc(N2CCN(C(=O)c3ccccc3)CC2)cc1	-2.5	0.963	-7.0	3.7	-17.2
19	COc1ccc(N2CCN(C3CCCN(S(=O)(=O)c4ccccc4)C3)CC2)cc1 (stereo not given)	-6.2	1.05	-8.7	-4.9	5.2
20	Cc1cc(C)cc(NC(=O)c2ccc(S(=O)(=O)NCc3cccnc3)cc2)c1	-3.6	0.872	-7.3	12.8	-8.4
21	Cc1cccc(OCc2nnc(SCc3nc4ccccc4c(=O)[nH]3)o2)c1	-3.5	0.915	1.0	8.5	-2.6
22	Nc1c(C(=O)CSc2nccn2-c2ccc(Cl)cc2)c(=O)[nH]c(=O)n1C1CC1	-0.4	0.994	-5.7	0.6	8.1
23	COC(=O)c1nc(NC(=O)c2cc(OC)c(OC)c(OC)c2)n[nH]1	0.6	1	-4.0	0.0	2.1
24	O=C(O)C1CC(c2cccc(Br)c2)=NO1 (stereo not given)	-4.8	0.917	-7.1	8.3	3.2

#	MPTP block	hIAP block	beta cell repl	hIAP activ
17	-0.5	5.4	-1.8	0.946
18	-1.0	26.8	-2.0	0.732
19	-0.1	-18.0	-0.7	1.18
20	0.9	-2.0	-4.2	1.02
21	0.6	-8.9	-3.0	1.09
22	0.4	6.9	-4.2	0.931
23	-1.5	2.5	4.1	0.975
24	-1.6	6.9	0.9	0.931

Remaining list, next part.
#	Compound	APOBEC3A inh	mIAP act	APOBEC3G inh	mIAP inh	ATG4B inhibitor
25	O=C(c1cc(-c2cccc(O)c2)on1)N1CCN(C(c2ccccc2)c2ccccc2)CC1	-1.6	0.862	-0.4	13.8	-6.3
26	CC(C)(C)c1nc2ccc(NS(=O)(=O)c3ccc(F)c(F)c3F)cc2[nH]1	0.6	0.94	-3.0	6.0	-3.3
27	Cc1ccccc1-c1nnn(CC(=O)c2ccc(S(=O)(=O)N3CCCC3)cc2)n1	-4.0	0.963	-5.0	3.7	-10.0
28	COc1cc(OC)cc(OC(=O)C2CCN(C(=O)c3ccc(F)cc3)CC2)c1	5.9	1.01	-3.3	-1.2	3.4
29	COc1ccc(NC(=O)Cn2nnc3sc4c(c3c2=O)CC(C)(C)OC4)cc1	1.9	0.886	1.7	11.4	-5.5
30	Cn1ncc([N+](=O)[O-])c1C(=O)N/N=C/c1ccc(F)cc1	2.6	1.01	-3.2	-0.9	5.7
31	Cc1ccccc1CN1CCN(c2nc3ccccc3s2)CC1	1.2	1.06	6.5	-6.5	-1.1
32	O=C(CSc1ncccn1)N1CCc2ccccc2C1	-0.9	0.986	0.2	1.4	-1.9

#	MPTP block	hIAP block	beta cell repl	hIAP activ
25	2.8	2.2	-6.4	0.978
26	0.0	15.9	1.3	0.841
27	1.4	-13.4	-0.8	1.13
28	-1.2	6.0	-3.0	0.94
29	2.6	9.2	-1.5	0.908
30	-2.1	13.0	0.5	0.87
31	1.0	-0.9	-2.1	1.01
32	-1.1	-4.0	-0.6	1.04

Other structures:
#	Compound	APOBEC3A inh	mIAP act	APOBEC3G inh	mIAP inh	ATG4B inhibitor
33	CCOC(=O)c1sc(NC(=O)/C=C/c2ccccc2)nc1C	-2.4	0.889	-1.9	11.1	1.5
34	COc1cccc(-c2cc(C(F)(F)F)n3nc(N)nc3n2)c1	3.1	1.01	-5.8	-1.1	-6.6
35	O=C(c1ccco1)N1CCN(C(=O)C(c2ccccc2)c2ccccc2)CC1	-3.4	0.903	-3.5	9.7	-8.9
36	COc1cc(OC)cc(C(=O)Nc2nc(CC(=O)NCc3ccc(F)cc3)cs2)c1	-3.6	1.03	-9.5	-2.7	0.3
37	COc1cc(NC(=O)Nc2cccc([N+](=O)[O-])c2)cc(OC)c1	-1.0	0.922	-3.9	7.8	9.0
38	COc1ccc(N=C2CC(C)(C)CC(=O)/C2=C(/O)c2ccccc2)cc1	-2.8	1.03	-2.5	-2.6	-3.8
39	O=C(O)C(Cc1ccccc1)N1C(=O)C2CCCCC2C1=O (stereo not given)	-2.1	0.992	-8.6	0.8	-2.9
40	CCN(CC)S(=O)(=O)c1ccc(NC(=O)C2COc3ccccc3O2)cc1 (stereo not given)	2.4	1.09	-1.7	-8.7	-0.4

#	MPTP block	hIAP block	beta cell repl	hIAP activ
33	8.2	-120.5	-1.4	2.21*
34	1.2	14.7	-1.1	0.853
35	0.6	10.7	-0.7	0.893
36	-1.5	2.1	-2.0	0.979
37	98.0*	8.6	-5.4	0.914
38	0.7	-5.7	1.7	1.06
39	-1.5	-16.8	-1.8	1.17
40	3.3	-2.1	1.0	1.02

(cont.)
#	Compound	APOBEC3A inh	mIAP act	APOBEC3G inh	mIAP inh	ATG4B inhibitor
41	N#C/C(=C\c1ccc(Cl)cc1)c1nc(-c2ccco2)cs1	40.7*	0.953	14.1	4.7	-11.0
42	CCN(C[C@H]1N[C@@](Cc2ccccc2)(C(=O)OC)[C@H]2C(=O)N(C)C(=O)[C@@H]12)S(=O)(=O)c1ccccc1	-2.1	0.94	-4.5	6.0	5.8
43	COc1ccc(C2c3[nH]c4ccccc4c3CCN2Cc2ccoc2)c(F)c1 (stereo not given)	3.4	1.02	2.3	-1.7	-1.9
44	O=C(C1CCCC1)N1CCC(CC2CC(c3ccc(Cl)cc3)=NO2)(C(=O)NCC2CCCCC2)CC1 (stereo not given)	-4.1	1.24	-10.9	-24.1	1.4
45	COc1ccc(/C=C/c2nnc(NC(=O)c3ccco3)s2)cc1	5.7	1	1.4	-0.3	-12.1

#	MPTP block	hIAP block	beta cell repl	hIAP activ
41	1.2	-1.0	-0.6	1.01
42	0.2	-1.3	-0.8	1.01
43	-0.4	18.0	-4.2	0.82
44	0.6	15.6	-6.8	0.844
45	0.0	-10.3	-2.9	1.1
